MsrA act = activators of bovine methionine sulfoxide reductase A; AID 602163; purified bovine MsrA, absorbance read-out; hit rate 0.3% among 360,000; activation, % at 10.6 µM; in the data active means activation above about 7.5%;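 further: 0% = vehicle and 100% = reference activator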
Rpn11 block = Rpn11 (human) deubiquitinase inhibition. calls only at 20 µM. hit rate 0.59% among 360,000. human 26S proteasome, Ub4-pepOG fluorescence polarization; 20S core pre-blocked with epoxomicin. O00487;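 active means inhibition at 20 µM, scaled to each plate's controls, above about 33%, limit read from the data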
Target sequence (O00487 whole entry, looked up): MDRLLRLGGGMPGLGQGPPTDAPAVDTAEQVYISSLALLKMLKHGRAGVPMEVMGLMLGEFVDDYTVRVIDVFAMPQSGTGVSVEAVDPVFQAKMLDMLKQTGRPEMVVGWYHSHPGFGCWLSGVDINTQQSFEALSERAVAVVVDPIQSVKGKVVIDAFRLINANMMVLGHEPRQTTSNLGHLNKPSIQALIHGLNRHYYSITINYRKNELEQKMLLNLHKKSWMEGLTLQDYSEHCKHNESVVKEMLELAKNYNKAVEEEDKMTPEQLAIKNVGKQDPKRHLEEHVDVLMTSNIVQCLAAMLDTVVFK
FAS TE block = FAS thioesterase (human) inhibition; hit rate 0.67% among 360,000; AID 602261; recombinant FAS-TE, OMFH fluorogenic substrate, fluorescence endpoint; inhibition, % at 15 µM;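 active means compounds whose normalised, plate-corrected inhibition of enzyme fluorescence in the single-dose primary screen is 50% or more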;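 further: 0% = DMSO with enzyme and 100% = substrate without enzyme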
MT1-MMP act inh = MT1-MMP (human) activation inhibition; P50281; HT1080 RFP-PRO-GFP cells, GFP/RFP ratio fluorescence, overnight; percent of plate control window, DMSO zero; GFP/RFP ratio change, % at 20 µM; AID 651647; hit rate 0.061% among 360,000;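 active means GFP/RFP ratio change of at least 30% with cell ATP level not reduced by more than half and red fluorescence within 50% of control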; further: strong numbers were not always called active
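system = RFP-PRO-GFP reporter HT1080 cells | dosing = 20 µM single dose, 1% DMSO | timing = overnight cell settling, then overnight compound exposure, 37 °C, 5% CO2 | read-out basis = GFP/RFP fluorescence ratio | controls = DMSO and RFP-L50D-GFP cell wells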
Rin1-Abl PPI inh = blocks binding of human Rin1 to Abl; TR-FRET Rin1/Abl binding, biochemical; hit rate 0.4% among 360,000; P00519+Q13671; inhibition, % at 7.35 µM; in the data active means inhibition above about 5%, passing the limit was not always enough
E coli Lon inh = E. coli protease La inhibition; purified E. coli Lon protease, fluorescence polarization; inhibition, % at 7.94 µM; hit rate 0.42% among 360,000; in the data active means inhibition above about 13%, passing the limit was not always enough;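 further: 0% = enzyme with probe and DMSO and 100% = no enzyme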
CSN inh = inhibitors of human CSN-mediated cullin deneddylation; Purified CSN, SCF-Nedd8-OG deneddylation, fluorescence polarization; inhibition, % at 12.5 µM; hit rate 0.38% among 360,000;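 active means pattern-corrected inhibition above about 35%, with an unprinted fluorescence ratio check between 0.5 and 1.5, limit read from the data, passing the limit was not always enough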;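 further: 0% = enzyme with substrate and 100% = substrate without enzyme; some results filed as inactive read as strong as hits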
Target sequence (Q92905 whole entry, looked up, one chain of several): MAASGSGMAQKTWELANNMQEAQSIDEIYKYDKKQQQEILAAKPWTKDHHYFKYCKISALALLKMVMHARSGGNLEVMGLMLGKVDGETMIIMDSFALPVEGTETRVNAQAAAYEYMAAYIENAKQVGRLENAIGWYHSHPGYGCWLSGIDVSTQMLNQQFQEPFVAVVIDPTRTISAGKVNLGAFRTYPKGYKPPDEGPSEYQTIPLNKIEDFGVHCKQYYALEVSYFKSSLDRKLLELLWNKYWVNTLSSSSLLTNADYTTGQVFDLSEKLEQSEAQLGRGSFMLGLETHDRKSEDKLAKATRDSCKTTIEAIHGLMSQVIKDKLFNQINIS
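Assay system: purified human Csn5 enzyme expressed in HEK293T cells; measure: % inhibition; also added: SCFSkp2-Nedd8OG substrate at 10 nM final; technique: fluorescence polarization; times: reaction 90 min, room temperature; medium: Tris buffer pH 7.5, NaCl, DTT, Tween-20, trehalose, ovalbumin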
MLLE-PAM2 inh = inhibitors of microRNA-mediated deadenylation, human PABP1 MLLE binding. inhibition, % at 20 µM. P11940. hit rate 0.36% among 360,000. GST-MLLE / FITC-PAM2 fluorescence polarization; in the data active means inhibition above about 35%, passing the limit was not always enough;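 further: plate controls were DMSO wells with GST-MLLE for no effect and wells lacking GST-MLLE protein for full effect; some results filed as inactive read as strong as hits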
MsrA inhibitor = inhibitors of bovine MsrA; purified bovine MsrA, absorbance read-out; inhibition, % at 15.5 µM; hit rate 0.75% among 360,000; in the data active means inhibition above about 4.5%;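 further: 0% = vehicle wells with enzyme and 100% = reference inhibitor wells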
* = called active by the depositor; i = inactive; / = no result given; + = active, no number.

1) CCOC(=O)c1sc(NC(=O)Cn2nnc3sc4c(c3c2=O)CCC(C(C)(C)C)C4)nc1C (stereo not given)
2) COc1ccccc1N1CCN(C(=O)c2ccc(N(C)S(=O)(=O)c3ccccc3)cc2)CC1
3) Cn1c(=O)c2ncn(CC(=O)NCCC3=CCCCC3)c2n(C)c1=O
4) CCCCCCCCNCCS(=O)(=O)NC1CCCCC1
5) O=C(c1ccc(F)cc1F)N1CCN(S(=O)(=O)c2ccc3c(c2)OCCO3)CC1
6) CC(C)N(CCCNC(=O)CC1Oc2ccccc2NC1=O)Cc1ccccc1 (stereo not given)
screen / no.	1	2	3	4	5	6
MsrA act	0	-3	0	0	-1	0
Rpn11 block	i	i	i	i	i	i
FAS TE block	3	7	0	3	2	-2
MT1-MMP act inh	-12	0	3	-2	2	-1
Rin1-Abl PPI inh	0	0	2	0	1	-1
E coli Lon inh	-7	-6	-1	-12	-5	2
CSN inh	-2	3	5	-9	2	-4
MLLE-PAM2 inh	-20	6	7	-3	4	14
MsrA inhibitor	-0.6	1.4	1.6	-0.1	-0.1	-0.2

2 entries from above in another layout:
Values run as follows: MsrA act	Rpn11 block	FAS TE block	MT1-MMP act inh	Rin1-Abl PPI inh	E coli Lon inh	CSN inh	MLLE-PAM2 inh	MsrA inhibitor
[4] CCCCCCCCNCCS(=O)(=O)NC1CCCCC1
    0	i	3	-2	0	-12	-9	-3	-0.1
[5] O=C(c1ccc(F)cc1F)N1CCN(S(=O)(=O)c2ccc3c(c2)OCCO3)CC1
    -1	i	2	2	1	-5	2	4	-0.1

Later entries
7) CC(=O)Nc1cccc(NC(=O)c2cc(C)on2)c1
8) CC(C)(CS(=O)(=O)[O-])NC(=O)CC[N+](C)(C)CCO
9) CCc1ccc([C@@H]2CC=C(C(=O)O)[C@H](c3ccc(Br)cc3)N2S(=O)(=O)c2ccc(C)cc2)cc1
10) Cc1ccnc(NC(=O)Nc2ccc3c(c2)N(C)C(=O)CS3)c1
11) O=C(COC(=O)Cc1ccsc1)Nc1ccc(F)cc1Cl
12) CCOc1ccc(C2C(C#N)=C(N)Oc3cc(C)[nH]c(=O)c32)cc1OC (stereo not given)
screen / no.	7	8	9	10	11	12
MsrA act	-2	-9	-2	-1	0	-1
Rpn11 block	i	i	i	+	i	i
FAS TE block	-8	-8	23	-7	-1	1
MT1-MMP act inh	2	-3	-1	-14	3	5
Rin1-Abl PPI inh	-1	1	0	0	1	-3
E coli Lon inh	8	-5	4	-22	5	-4
CSN inh	1	26	10	13	-6	8
MLLE-PAM2 inh	8	1	4	-9	4	-28
MsrA inhibitor	-0.1	0.9	-0.4	-0.4	-0.6	1.0

Not a retest: an excerpt of the list.
10) Cc1ccnc(NC(=O)Nc2ccc3c(c2)N(C)C(=O)CS3)c1
11) O=C(COC(=O)Cc1ccsc1)Nc1ccc(F)cc1Cl
12) CCOc1ccc(C2C(C#N)=C(N)Oc3cc(C)[nH]c(=O)c32)cc1OC (stereo not given)
screen / no.	10	11	12
MsrA act	-1	0	-1
Rpn11 block	+	i	i
FAS TE block	-7	-1	1
MT1-MMP act inh	-14	3	5
Rin1-Abl PPI inh	0	1	-3
E coli Lon inh	-22	5	-4
CSN inh	13	-6	8
MLLE-PAM2 inh	-9	4	-28
MsrA inhibitor	-0.4	-0.6	1.0

Further records
13) COC(=O)c1ccc(C2C(Oc3ccccc3)C(=O)N2CCc2ccc(F)cc2)cc1 (stereo not given)
14) O=C(CCc1c[nH]c2ccccc12)N1CCN(c2ccc(F)cc2)CC1
15) COc1ccc(NC(=O)CSc2nc3c(c(=O)n(C)c(=O)n3C)n2C)c(OC)c1
16) NC(=O)Cc1nc(-c2ccc(F)cc2)cs1
17) CN(C(=O)c1cccc(NC(=O)C2CCCN(C(=O)OC(C)(C)C)C2)c1)C1CCCC1 (stereo not given)
18) Cc1nn(-c2ccc(Cl)cc2)c(N)c1C(O)(CSc1nccn1C)C(F)(F)F (stereo not given)
screen / no.	13	14	15	16	17	18
MsrA act	-3	-1	-9	-1	-5	-13
Rpn11 block	i	i	i	i	i	i
FAS TE block	12	3	-2	-4	-6	-1
MT1-MMP act inh	3	5	1	-2	5	-2
Rin1-Abl PPI inh	-3	2	0	4	0	3
E coli Lon inh	-2	1	9	3	-2	-9
CSN inh	2	0	1	-4	-4	2
MLLE-PAM2 inh	-8	-8	13	9	-6	-15
MsrA inhibitor	-0.5	0.2	0.0	0.5	0.3	-0.3

19) CC(C)(C)c1ccc(/C=C(\C#N)C(=O)NC2CC2)cc1
20) CC(=O)c1c(C)[nH]c(C(=O)Nc2ccc(C)cc2Br)c1C
21) CCCOc1ccc(CSc2n[nH]c(C)n2)cc1
22) COc1ccccc1CNC(=O)COC(=O)Cc1cccc(F)c1
23) CCOC(=O)CSCC(NC(=O)OC(C)(C)C)C(=O)OCC (stereo not given)
24) COc1c(CC=C(C)C)c(O)cc2oc(=O)c3c4ccc(O)cc4oc3c12
screen / no.	19	20	21	22	23	24
MsrA act	-5	-4	-2	4	-2	0
Rpn11 block	i	i	i	i	i	i
FAS TE block	8	2	-2	-6	-6	0
MT1-MMP act inh	1	-3	1	-3	0	-4
Rin1-Abl PPI inh	2	0	-3	1	1	-1
E coli Lon inh	7	-3	-8	-8	-5	-7
CSN inh	1	2	0	-8	-2	-1
MLLE-PAM2 inh	-2	-15	-18	0	12	-4
MsrA inhibitor	1.7	-1.1	0.1	-0.3	0.1	/

25) Cc1ccc(C2(c3ccccc3)NC(=O)N(CC(=O)NC3CCCCC3)C2=O)cc1C (stereo not given)
26) Cn1cnc2ncnc(Oc3ccc(Br)cc3)c21
27) COc1ccc(/C=C2\C(=O)NC(=O)c3ccccc32)cc1OC
28) C[C@H]1CN([C@@H](C)CO)C(=O)CCCn2cc(nn2)CO[C@@H]1CN(C)C(=O)c1ccc(N2CCN(C)CC2)cc1
29) Cc1cc2nc(C)c(=O)n(C)c2cc1C
30) O=C(CCNS(=O)(=O)c1cccs1)N1CCN(c2ccc(F)cc2)CC1
screen / no.	25	26	27	28	29	30
MsrA act	2	0	2	-3	-4	-2
Rpn11 block	i	i	i	i	i	i
FAS TE block	11	-5	17	-16	-9	-4
MT1-MMP act inh	1	3	0	0	2	1
Rin1-Abl PPI inh	-1	2	5	3	-9	-1
E coli Lon inh	1	-4	2	-8	-13	-13
CSN inh	3	1	16	0	1	7
MLLE-PAM2 inh	-49	16	5	2	-6	-38
MsrA inhibitor	1.9	-1.5	0.2	-0.3	2.0	-1.3

31) CC1(C)CC(=O)C2=C(C1)NC(Nc1nc3ccccc3o1)=NC21CCCCC1
32) CCCCCCCCS(=O)CCC(=O)O (stereo not given)
33) Cc1cccc(N2CCN(c3ccc(N4C(=O)CCCC4=O)cc3[N+](=O)[O-])CC2C)c1 (stereo not given)
34) O=C(CCN1CCCCC1)c1cccc(Cl)c1
35) COc1cccc2sc(Nc3nc(C)c(C(C)=O)s3)nc12
36) Cc1ccc(-c2csc(Nc3ccc(S(N)(=O)=O)cc3)n2)o1
screen / no.	31	32	33	34	35	36
MsrA act	-1	-2	-2	0	-1	-9
Rpn11 block	i	i	i	i	i	+
FAS TE block	2	-2	4	-2	2	3
MT1-MMP act inh	-41	2	0	-1	16	-6
Rin1-Abl PPI inh	-6	2	-2	1	-3	1
E coli Lon inh	2	4	1	-10	10	-18
CSN inh	-4	3	-15	0	-2	7
MLLE-PAM2 inh	11	7	10	14	-21	-19
MsrA inhibitor	-0.1	-0.5	0.6	0.2	1.6	0.8

37) FC(F)(F)c1cccc(Cn2nnnc2-c2cccc(C(F)(F)F)c2)c1
38) CC(C)(C)c1nc(CN2CCOCC2)cc(CN2CCOCC2)c1O
39) CCOc1ccc(NS(=O)(=O)c2ccc(NC(=O)C3CCCO3)cc2)cc1 (stereo not given)
40) CCOC(=O)c1nn(-c2sc(C(=O)OC)c(C)c2C(=O)OC)cc1O
41) O=C(CCCCn1c(=O)c2ccccc2n(Cc2ccc(F)cc2)c1=O)NCc1ccco1
42) CCOC(=O)c1ccc(NC(=O)CSc2ccc(-c3ccccn3)nn2)cc1
screen / no.	37	38	39	40	41	42
MsrA act	-1	-6	-1	-3	-5	1
Rpn11 block	i	i	i	i	i	i
FAS TE block	37	-5	1	-10	11	10
MT1-MMP act inh	3	-5	-1	0	-3	5
Rin1-Abl PPI inh	-1	-1	3	-3	2	1
E coli Lon inh	-11	-4	-3	-2	-2	-3
CSN inh	-4	-3	3	1	4	-3
MLLE-PAM2 inh	-6	-2	1	-2	10	0
MsrA inhibitor	0.7	-0.2	0.3	1.1	-0.3	0.6

43) Cc1ccc(C)c(N2CC(C(=O)OCC(=O)Nc3cc(C)on3)CC2=O)c1 (stereo not given)
44) O=C(CC1SC(=NCc2ccccc2)NC1=O)Nc1ccccc1 (stereo not given)
45) CCC(C)C(NC(=O)c1ccc(Cl)cc1)C(=O)O (stereo not given)
46) COC(=O)c1c(NS(=O)(=O)c2cccs2)sc2c1CCCC2
47) COC1=C(OC)C(=O)C(Sc2ccc3ccccc3c2)=CC1=O
48) Cc1c(CC(=O)NCCCC(=O)O)c(=O)oc2c(C)c3oc4c(c3cc12)CCCC4
screen / no.	43	44	45	46	47	48
MsrA act	-9	-7	-1	-6	-13	-4
Rpn11 block	i	i	i	i	i	i
FAS TE block	-5	-6	-4	-7	14	-6
MT1-MMP act inh	3	-1	1	-128	-16	-1
Rin1-Abl PPI inh	-1	2	0	-2	3	0
E coli Lon inh	2	0	3	7	16	-7
CSN inh	0	8	4	1	4	2
MLLE-PAM2 inh	10	-7	9	36	37	-2
MsrA inhibitor	-1.0	-0.7	-0.1	0.0	-1.4	-0.1

49) CCOC(=O)c1nc(C)sc1-c1ccnn1S(=O)(=O)c1cccc(Cl)c1
50) Cc1ccc(-c2nc(SC(C)C(=O)N3CCOCC3)n[nH]2)cc1 (stereo not given)
51) CCCCN(C)C(=S)Nc1ccsc1C(=O)OC
52) CCOc1cccc(-c2nnc3sc(COc4ccc(OC)cc4)nn23)c1
53) COc1ccc(CCC(=O)Nc2cccc(S(=O)(=O)N3CCCCCC3)c2)cc1
54) CCc1ccc(C(=O)Nc2ccc3c(c2)n(C)c(=O)n3C)cc1
screen / no.	49	50	51	52	53	54
MsrA act	-2	-5	-6	-1	-6	-8
Rpn11 block	i	i	i	i	i	i
FAS TE block	11	-3	5	22	16	3
MT1-MMP act inh	-4	1	0	-1	-4	18
Rin1-Abl PPI inh	-2	0	-1	0	1	-2
E coli Lon inh	7	-12	11	3	5	6
CSN inh	1	-2	1	2	2	9
MLLE-PAM2 inh	-6	-15	-15	-7	0	-1
MsrA inhibitor	0.5	1.6	-0.6	1.6	-0.9	-0.5

55) COCCn1c(SCC(=O)NC2CCCC2)nnc1C(C)C
56) Cc1ccc(-c2nnc(SCC(=O)N3CCCC3)o2)cc1C
57) COc1ccc([C@@H]2Sc3cc(OC)ccc3N(CCN(C(C)C)C(C)C)C(=O)[C@H]2OC(C)=O)cc1
58) CCOC(=O)C1CCCN(C(=O)c2[nH]c3ccc(OC)cc3c2C)C1 (stereo not given)
59) O=C(COc1ccc2ccccc2c1)NNC(=O)Nc1ccccc1F
60) CC1CCCCC1NC(=O)COc1ncnc2sccc12 (stereo not given)
screen / no.	55	56	57	58	59	60
MsrA act	0	-1	-2	-1	-4	-12
Rpn11 block	i	i	i	i	i	i
FAS TE block	-5	3	-6	-3	-6	-10
MT1-MMP act inh	3	0	-16	-4	-4	-1
Rin1-Abl PPI inh	2	-1	0	0	-3	2
E coli Lon inh	-1	-8	11	7	-3	-11
CSN inh	2	-1	-2	-1	0	7
MLLE-PAM2 inh	7	-119	-15	9	4	-2
MsrA inhibitor	-0.6	0.7	0.7	1.4	0.3	0.2

Bioassay records as filed in PubChem BioAssay.
